# V1aR counter – counter-screen for oxytocin receptor agonists: human V1a receptor agonists | activation, % at 3 µM | 0.25% of 320,000 active | P37288 | CHO-V1R cells, Fluo-8 calcium fluorescence, agonist mode; 0% DMSO, 100% 3 nM vasopressin;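 active = activation above the mean activation of all tested compounds plus 3 SD, per screening run, cut at about 20% in these data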;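 note: signal is peak over basal fluorescence ratio across a 100 second FLIPR read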
# CHO parental Ca – counter-screen: ATP calcium response change in parental CHO cells; parental CHO-K1, ATP-induced calcium, Fluo-8 fluorescence; inhibition, % at 5.6 µM; 0.63% of 330,000 active; AID 463079;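 active = inhibition above that plate's mean sample inhibition plus 3 SD, cut at about 26% in these data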;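 note: 0% = ATP-challenged DMSO wells and 100% = DMSO wells without ATP; some compounds past the cut are filed as inactive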
#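 Assay system – parental CHO cells · Reagent – ATP stimulus · Detection – intracellular calcium via Fluo-8 no-wash fluorescent dye · Evaluation – percent inhibition of ATP-evoked calcium rise, normalized to controls · Controls – ATP wells versus no-ATP DMSO wells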
# OXTR agonist – human OXTR agonism. 0.32% of 320,000 active. activation, % at 3 µM. CHO-OTR cells, Fluo-8 calcium fluorescence; normalized: DMSO 0%, oxytocin 100%;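 active = activation above the mean of all tested compounds plus 3 SD, cutoff set per screening run, cut at about 20% in these data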;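 note: peak over basal fluorescence ratio from a 100 s FLIPR kinetic read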
# Target sequence (P30559 whole entry, looked up): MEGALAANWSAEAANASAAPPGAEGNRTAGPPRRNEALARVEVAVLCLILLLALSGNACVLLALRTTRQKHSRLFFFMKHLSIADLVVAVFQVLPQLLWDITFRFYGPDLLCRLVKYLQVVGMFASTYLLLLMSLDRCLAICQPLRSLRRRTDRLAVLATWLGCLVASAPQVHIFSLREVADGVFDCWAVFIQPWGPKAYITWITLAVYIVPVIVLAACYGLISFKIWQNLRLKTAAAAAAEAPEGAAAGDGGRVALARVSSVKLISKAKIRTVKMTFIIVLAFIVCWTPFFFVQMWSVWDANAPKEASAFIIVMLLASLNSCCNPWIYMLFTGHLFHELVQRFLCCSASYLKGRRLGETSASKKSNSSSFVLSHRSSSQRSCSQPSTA
# OXTR potentiator – potentiates the human oxytocin receptor response. AID 2445. 0.061% of 320,000 active. CHO-OTR cells, Fluo-8 calcium fluorescence, potentiator mode; 0% = oxytocin EC15, 100% = EC100. P30559. activation, % at 3 µM;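 active = activation above that plate's cutoff, the mean activation of tested compounds plus 3 SD, cut at about 6.6% in these data, passing the limit was not always enough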;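 note: 100% uses oxytocin at 75 nM as the full agonist control; some results filed as inactive read as strong as hits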
#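 Measured by – Fluo-8 calcium dye fluorescence · Test system – human OTR in CHO cells · Dosing – one concentration, 3.0 µM compound · Controls – EC15 oxytocin alone as 0%, 75 nM oxytocin as 100% · Evaluation – normalized max/min fluorescence ratio, % activation · Timing – 6 min pre-incubation, 100 s read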
# CHRM1 antagonist – blocks human M1 muscarinic receptor | CHO-K1 hM1, Fluo-8 calcium fluorescence, ACh EC80 antagonist | P11229 | inhibition, % at 3 µM | 1.3% of 360,000 active;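 active = percent inhibition above its own plate's cutoff, namely the mean of that plate's compound wells plus 3 SD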;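 note: peak over basal fluorescence ratio during 140 s after agonist addition; 0% = ACh EC80 plus DMSO and 100% = DMSO alone without agonist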
# Target sequence (P11229 whole entry, looked up): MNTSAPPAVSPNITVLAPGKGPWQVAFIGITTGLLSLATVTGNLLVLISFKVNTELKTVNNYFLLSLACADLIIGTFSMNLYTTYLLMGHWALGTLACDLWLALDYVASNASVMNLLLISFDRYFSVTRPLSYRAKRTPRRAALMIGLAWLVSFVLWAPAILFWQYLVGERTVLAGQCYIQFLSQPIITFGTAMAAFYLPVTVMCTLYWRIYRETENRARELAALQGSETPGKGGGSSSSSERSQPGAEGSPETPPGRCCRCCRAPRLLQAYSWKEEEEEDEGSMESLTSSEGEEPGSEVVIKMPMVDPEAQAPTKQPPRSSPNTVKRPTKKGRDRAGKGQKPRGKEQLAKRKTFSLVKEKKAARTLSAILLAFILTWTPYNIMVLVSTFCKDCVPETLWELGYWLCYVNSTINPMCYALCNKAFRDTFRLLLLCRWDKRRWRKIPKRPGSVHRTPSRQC
# TAAR1 antag – antagonists of human TAAR1; CHO RD-HGA16 TAAR1, Fluo-8 calcium fluorescence, antagonist; Q96RJ0; 1.5% of 360,000 active; inhibition, % at 3 µM;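 active = inhibition above a per-plate cutoff, the mean inhibition of test compounds on that plate plus 3 SD, cut at about 49% in these data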;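 note: 0% = DMSO plus EC80 beta-PEA response and 100% = DMSO alone without agonist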
#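 Test system – hTAAR1-expressing CHO RD-HGA16 cells, Gα16-coupled · Also added – β-PEA at EC80 concentration, post-compound challenge · Compound – 3 µM, single point · Incubation – dye loading 75 min at 37 °C, then 30 min room temperature · Measured by – Fluo-8 intracellular calcium dye fluorescence, real-time kinetic reads · Benchmarks – vehicle and agonist controls · Replicates – singlicate, one well per test compound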
# TAAR1 agonist – agonists of human TAAR1 | CHO RD-HGA16 TAAR1, Fluo-8 calcium fluorescence; vehicle wells 0%, saturating PEA agonist 100% | activation, % at 3 µM | 0.99% of 360,000 active | AID 624467;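 active = activation above the mean activation of all test compounds in the run plus 3 SD, cut at about 38% in these data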
#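 Test system: RD-HGA16 (CHO) cells co-expressing Gα16 and hTAAR1 | Doses: Single dose, 3 µM | Schedule: 17-24 h seeding, 75 min 37 °C dye, 30 min RT | Evaluation: % activation from peak over basal fluorescence ratio, DMSO-to-PEA scaled | Technique: Kinetic Fluo-8 calcium fluorescence | Benchmarks: Low control DMSO, high control PEA (EC100)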
# M1 ag – human M1 muscarinic receptor agonism. P11229. CHO-K1 hM1, Fluo-8 calcium fluorescence, agonist mode; 0% DMSO, 100% acetylcholine EC100. activation, % at 3 µM. 0.33% of 360,000 active;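 active = activation above the run's mean compound activation plus 3 SD, cut at about 16% in these data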;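 note: peak over basal fluorescence ratio within a 140 s kinetic read after compound addition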
# M1 PAM – potentiates human M1 receptor response to acetylcholine; P11229; CHO-K1 hM1, Fluo-8 calcium fluorescence, ACh EC20; 0% = ACh EC20, 100% = maximal ACh; 0.088% of 360,000 active; activation, % at 3 µM; in the data active = activation above about 19%, passing the limit was not always enough
# The depositor's hits bear a star; . = no result given. Not a hit list; 3.7% or so of the library scored in one or more.
1. Cc1nc2ccc(NS(=O)(=O)c3c(F)cc(F)cc3Br)cc2s1
2. Cc1cccc(C)c1NC(=O)N1CCN(C2CCCCC2)CC1
3. COc1ccc(S(=O)(=O)Nc2cccc(S(=O)(=O)N3CCCCCC3)c2)cc1
4. CC(=O)Nc1oc(-c2cccc3ccccc23)nc1C#N
5. C/C(N)=C(/C#N)C(=O)CSc1nc2cc(Cl)ccc2s1
6. Cc1nc2ccc(-c3ccccc3)cc2o1
7. Brc1cccc(-c2nnc3sc(CNCc4ccco4)cn23)c1
8. CC(C)CNC(=O)C(=O)NCC1OCCCN1S(=O)(=O)c1ccc2c(c1)OCCO2 (stereo not drawn)
Compound,1,2,3,4,5,6,7,8
V1aR counter,9.0,0.6,1.8,0.1,7.5,-0.5,0.2,-0.5
CHO parental Ca,-2,5,0,-11,-8,7,-9,-3
OXTR agonist,13,0.8,2.0,1.3,15,-1.4,-0.2,-0.1
OXTR potentiator,-12,-16,0,-3,-12,-9,-9,2
CHRM1 antagonist,37*,-14,-13,0,12,-22,-17,-8
TAAR1 antag,15,-4,-22,12,19,-5,13,-3
TAAR1 agonist,4,3,7,3,8,8,0,1
M1 ag,-1,-4,-6,-1,2,-3,4,-2
M1 PAM,-15,11,-7,3,-13,1,23,5

9. Cc1ccc(CC(=O)Nc2ccc(F)c([N+](=O)[O-])c2)cc1C
10. COc1ccc(Cc2c(-c3cccc(Cl)c3)nc3c(C)cc(Br)cn23)c(C)c1
11. CCOc1ccccc1NC(=S)N1CCN(c2ccc(O)cc2)CC1
12. O=S(=O)(c1ccccc1Cl)N1CCCC(c2nc(-c3cccnc3)no2)C1 (stereo not drawn)
13. Cc1cc(SCC(=O)c2ccccc2)nc(SCC(=O)c2ccccc2)n1
14. Cc1cc(C)c(S(=O)(=O)NC2CC(C)(C)NC(C)(C)C2)cc1C
15. Cn1c(-c2ccccc2)cnc1SCC(N)=O
16. CCOc1ccc(-c2nnc(N)s2)cc1
Compound,9,10,11,12,13,14,15,16
V1aR counter,4.0,.,-0.1,2.5,-0.1,1.8,0.6,-0.6
CHO parental Ca,30,.,-16,-22,-5,17,4,-6
OXTR agonist,1.7,.,-0.9,1.4,-2.2,1.5,0.4,-1.7
OXTR potentiator,-14,.,-16,-9,-20,9,-4,-3
CHRM1 antagonist,-4,22,-6,-10,6,-10,0,-17
TAAR1 antag,9,-11,-2,3,52*,0,1,9
TAAR1 agonist,18,0,5,21,16,2,1,-3
M1 ag,-3,-8,-5,-2,-3,-7,-2,-4
M1 PAM,2,-21,8,7,-3,7,1,10

17. CCn1c2ccccc2c2nnc(SCC(=O)Nc3ccc4c(c3)OCO4)nc21
18. Cc1ccc(NC(=O)c2ccc3c(c2)OCCO3)cc1C
19. Nc1c(/C=C2/C=CC(=O)C(O)=C2)c(=O)nc2sc(CC(=O)N3CCCCC3)nn12
20. COCCNC(=O)C(c1ccc(C)o1)N(Cc1cccs1)C(=O)c1snc(C(N)=O)c1N (stereo not drawn)
21. O=C(c1ccc(Cl)c([N+](=O)[O-])c1)N1CCCc2ccccc21
22. COc1ccc(OC)c(-n2c(N)c(C(=O)NCC3CCCO3)c3nc4ccccc4nc32)c1 (stereo not drawn)
23. COc1ccccc1CNC(=O)CCNS(=O)(=O)c1ccc2c(c1)CC(C)N2C(C)=O (stereo not drawn)
24. CC(C)CN(C(=O)CN(C)C(=O)Cc1ccccc1Cl)c1c(N)n(CC(C)C)c(=O)[nH]c1=O
Compound,17,18,19,20,21,22,23,24
V1aR counter,-0.4,-0.1,1.0,2.3,1.1,.,0.8,1.8
CHO parental Ca,-11,-7,-8,-16,-10,.,-16,-10
OXTR agonist,-0.5,-0.5,2.3,3.2,-1.7,.,0.7,-0.8
OXTR potentiator,1,-4,0,-2,-6,.,-2,-9
CHRM1 antagonist,-6,-2,0,7,-15,-18,-14,-19
TAAR1 antag,-9,8,-6,39,-4,3,-28,-13
TAAR1 agonist,8,2,1,19,0,17,0,0
M1 ag,-8,-8,-1,-4,-3,0,-2,-2
M1 PAM,3,-1,0,-7,9,-3,8,15

25. COC(=O)C1=C(C)NC(=O)CC1c1cc(Br)ccc1F (stereo not drawn)
26. COc1ccc2nc(C)cc(C(=O)O)c2c1
27. COc1ccccc1-c1ccc2c(c1)O[C@@H](CN(C)C(=O)c1ccncc1)[C@H](C)CN([C@@H](C)CO)S2(=O)=O
28. O=C(Nc1nc2ccccc2[nH]1)Nc1ccccc1F
29. Cc1cc(C)cc(-c2nnc(SCc3ccc(C(=O)O)cc3)o2)c1
30. CCOC(=O)C1CCCN(C(=O)c2ccc3c(=O)n(Cc4ccccc4OC)c(=S)[nH]c3c2)C1 (stereo not drawn)
31. NS(=O)(=O)c1ccc(CCNC(=O)CN2CCN(Cc3cccc(C(F)(F)F)c3)CC2)cc1
32. CC(CN1CCCCC1)OC(=O)COc1ccc(Cl)cc1 (stereo not drawn)
Compound,25,26,27,28,29,30,31,32
V1aR counter,0.8,-0.5,.,1.0,4.3,2.2,1.1,0.9
CHO parental Ca,-20,8,.,10,-2,-13,-8,4
OXTR agonist,-0.5,-0.2,.,9.6,4.1,-0.2,2.5,-0.1
OXTR potentiator,-13,-13,.,-6,-7,-6,-2,-18
CHRM1 antagonist,0,3,5,1,-9,2,4,-16
TAAR1 antag,12,5,-6,19,19,25,11,-6
TAAR1 agonist,1,2,11,26,8,4,-1,-1
M1 ag,-6,-3,-3,-1,3,12,-7,0
M1 PAM,5,7,-8,0,11,-6,0,11

33. Cc1cc(NC(=O)CCN2C(=O)C3C4CCC(C4)C3C2=O)cc(C)c1Br (stereo not drawn)
34. COc1ccc(/C=N/NC(=O)c2ccc3c(c2)OCO3)c(C(=O)O)c1OC
35. COc1n[nH]c2nncnc12
36. Cc1ccc(C(=O)NCCc2ccccc2)cc1S(=O)(=O)N1CCOCC1
37. CNC(=O)C(=O)N/N=C/c1ccccn1
38. COc1ccc2[nH]cc(/C=C/c3cc[n+](C)cc3)c2c1
39. CCN(CC)S(=O)(=O)c1ccc2[nH]c(=O)cc(C(=O)NCc3ccccc3)c2c1
40. C=CCNC(=O)CSc1nnc(C(CC)N(C)C)n1C1CCCCC1 (stereo not drawn)
Compound,33,34,35,36,37,38,39,40
V1aR counter,4.3,0.7,0.7,1.1,2.3,0.8,1.1,-0.2
CHO parental Ca,-12,-3,-5,-9,3,2,-16,-10
OXTR agonist,3.8,0.4,6.0,-0.6,0.7,1.2,0.1,0.1
OXTR potentiator,-11,-2,-10,0,-3,1,-1,0
CHRM1 antagonist,-5,-17,-13,-2,-8,-14,-13,-5
TAAR1 antag,15,16,-3,10,-3,1,-4,-3
TAAR1 agonist,23,-1,0,2,0,2,3,4
M1 ag,-1,0,-4,-4,-7,-3,-4,-5
M1 PAM,3,9,9,5,10,6,14,3

41. COc1ccc(/C=C\C(=O)NCC(=O)N/N=C/c2ccc(O)cc2O)cc1
42. Cc1cc(C)c(S(=O)(=O)NCc2cn3ccccc3n2)c(C)c1
43. CCOc1ccc(NC(=O)NC2(C(=O)NCc3ccco3)CCCCC2)cc1
44. COc1ccc(-c2c(C#N)c(N)nc3c2c(=O)n(C)c(=O)n3C)cc1Cl
45. O=C(Nc1ccc(-c2csc(Nc3cccc(C(F)(F)F)c3)n2)cc1)c1cc([N+](=O)[O-])cc(C(F)(F)F)c1
46. CC1CCCCC1NC(=O)CSc1nnc(COc2ccc(Cl)cc2)o1 (stereo not drawn)
47. Cc1cc(C)nc(Nc2ccc(Br)cc2C(=O)O)n1
48. CN(C)C1=NCCN1CCc1ccc(F)cc1
Compound,41,42,43,44,45,46,47,48
V1aR counter,0.6,2.6,1.3,-1.0,1.2,4.6,-0.2,0.7
CHO parental Ca,-15,-2,-13,8,7,-13,-1,-6
OXTR agonist,0.6,1.6,-0.5,-0.4,-0.2,1.5,-0.4,-0.4
OXTR potentiator,2,-4,-5,-19,1,-8,-6,-5
CHRM1 antagonist,-21,-18,-17,-5,-1,1,-2,-2
TAAR1 antag,-11,-15,-7,-12,-12,1,-1,3
TAAR1 agonist,14,2,0,4,0,-3,1,3
M1 ag,1,0,-1,-2,-4,-2,-2,-13
M1 PAM,20,15,18,5,0,1,-1,4

# Nos. 44 through 47, quoted:
44. COc1ccc(-c2c(C#N)c(N)nc3c2c(=O)n(C)c(=O)n3C)cc1Cl
45. O=C(Nc1ccc(-c2csc(Nc3cccc(C(F)(F)F)c3)n2)cc1)c1cc([N+](=O)[O-])cc(C(F)(F)F)c1
46. CC1CCCCC1NC(=O)CSc1nnc(COc2ccc(Cl)cc2)o1 (stereo not drawn)
47. Cc1cc(C)nc(Nc2ccc(Br)cc2C(=O)O)n1
Compound,44,45,46,47
V1aR counter,-1.0,1.2,4.6,-0.2
CHO parental Ca,8,7,-13,-1
OXTR agonist,-0.4,-0.2,1.5,-0.4
OXTR potentiator,-19,1,-8,-6
CHRM1 antagonist,-5,-1,1,-2
TAAR1 antag,-12,-12,1,-1
TAAR1 agonist,4,0,-3,1
M1 ag,-2,-4,-2,-2
M1 PAM,5,0,1,-1

# (more compounds)
49. COc1ccc(-c2nc(CC(=O)Nc3cccc(S(=O)(=O)NC4=NCCC4)c3)cs2)cc1
50. Cc1nc(SCc2ccc(OCCC(C)C)cc2)n[nH]1
51. CCOc1cc2[nH]c(=S)n(Cc3ccc(C)o3)c(=O)c2cc1OCC
52. Cc1ccc(/C=N/NC(=O)Cc2ccc(Cl)cc2)s1
53. CC(C)CNC(=O)CC(=O)N/N=C/c1ccc(Br)cc1
54. CCn1c(SCC(=O)N2CCOCC2)nc2sc3c(c2c1=O)CCCC3
55. Cc1ccc(S(=O)(=O)Nc2ccc(NC(=O)CN3CCCCC3)c(Cl)c2)cc1
56. NS(=O)(=O)c1ccc(CNC(=O)c2cc(-c3cccnc3)nc3ccc(Cl)cc23)cc1
Compound,49,50,51,52,53,54,55,56
V1aR counter,0.8,3.1,-1.0,-0.4,0.6,0.9,-1.9,-0.5
CHO parental Ca,-25,4,-8,-2,-10,-8,-2,-14
OXTR agonist,-0.8,7.5,-0.9,-0.6,-0.1,0.0,-2.5,-0.3
OXTR potentiator,-6,-6,-8,-7,-1,-6,-6,2
CHRM1 antagonist,-2,-2,-1,-4,-10,2,-3,-6
TAAR1 antag,-14,0,10,-9,4,4,-2,2
TAAR1 agonist,4,13,3,5,19,7,22,3
M1 ag,-3,-1,-3,-1,0,-5,-6,-3
M1 PAM,3,3,1,6,6,1,-7,3

# Screening results from PubChem BioAssay.
